MLL CXXC-DNA inh = blocks binding of human MLL CXXC domain to DNA | Q03164 | MLL-CXXC / FITC-HOXA9 DNA fluorescence polarization | Potency, µM (series often up to 115 µM), for inactives: at the top dose activity change, negative = inhibition, actives largely listed as inhibitors | actives 0.037% (n = 290,000) | AID 2662; active = well fitted inhibition curve with a large enough effect in the polarisation, with a control signal flat, not every such curve was filed as active; inconclusive = small, poorly fitted or top-dose-only effect, or effect the other way, or a change in a side signal; inactive = no such curve, though single readings can be large or run the other way; the % refers to the polarisation; note: potency is the fitted concentration of half-maximal effect
Target sequence (Q03164 whole entry, looked up, the tested form may be a part): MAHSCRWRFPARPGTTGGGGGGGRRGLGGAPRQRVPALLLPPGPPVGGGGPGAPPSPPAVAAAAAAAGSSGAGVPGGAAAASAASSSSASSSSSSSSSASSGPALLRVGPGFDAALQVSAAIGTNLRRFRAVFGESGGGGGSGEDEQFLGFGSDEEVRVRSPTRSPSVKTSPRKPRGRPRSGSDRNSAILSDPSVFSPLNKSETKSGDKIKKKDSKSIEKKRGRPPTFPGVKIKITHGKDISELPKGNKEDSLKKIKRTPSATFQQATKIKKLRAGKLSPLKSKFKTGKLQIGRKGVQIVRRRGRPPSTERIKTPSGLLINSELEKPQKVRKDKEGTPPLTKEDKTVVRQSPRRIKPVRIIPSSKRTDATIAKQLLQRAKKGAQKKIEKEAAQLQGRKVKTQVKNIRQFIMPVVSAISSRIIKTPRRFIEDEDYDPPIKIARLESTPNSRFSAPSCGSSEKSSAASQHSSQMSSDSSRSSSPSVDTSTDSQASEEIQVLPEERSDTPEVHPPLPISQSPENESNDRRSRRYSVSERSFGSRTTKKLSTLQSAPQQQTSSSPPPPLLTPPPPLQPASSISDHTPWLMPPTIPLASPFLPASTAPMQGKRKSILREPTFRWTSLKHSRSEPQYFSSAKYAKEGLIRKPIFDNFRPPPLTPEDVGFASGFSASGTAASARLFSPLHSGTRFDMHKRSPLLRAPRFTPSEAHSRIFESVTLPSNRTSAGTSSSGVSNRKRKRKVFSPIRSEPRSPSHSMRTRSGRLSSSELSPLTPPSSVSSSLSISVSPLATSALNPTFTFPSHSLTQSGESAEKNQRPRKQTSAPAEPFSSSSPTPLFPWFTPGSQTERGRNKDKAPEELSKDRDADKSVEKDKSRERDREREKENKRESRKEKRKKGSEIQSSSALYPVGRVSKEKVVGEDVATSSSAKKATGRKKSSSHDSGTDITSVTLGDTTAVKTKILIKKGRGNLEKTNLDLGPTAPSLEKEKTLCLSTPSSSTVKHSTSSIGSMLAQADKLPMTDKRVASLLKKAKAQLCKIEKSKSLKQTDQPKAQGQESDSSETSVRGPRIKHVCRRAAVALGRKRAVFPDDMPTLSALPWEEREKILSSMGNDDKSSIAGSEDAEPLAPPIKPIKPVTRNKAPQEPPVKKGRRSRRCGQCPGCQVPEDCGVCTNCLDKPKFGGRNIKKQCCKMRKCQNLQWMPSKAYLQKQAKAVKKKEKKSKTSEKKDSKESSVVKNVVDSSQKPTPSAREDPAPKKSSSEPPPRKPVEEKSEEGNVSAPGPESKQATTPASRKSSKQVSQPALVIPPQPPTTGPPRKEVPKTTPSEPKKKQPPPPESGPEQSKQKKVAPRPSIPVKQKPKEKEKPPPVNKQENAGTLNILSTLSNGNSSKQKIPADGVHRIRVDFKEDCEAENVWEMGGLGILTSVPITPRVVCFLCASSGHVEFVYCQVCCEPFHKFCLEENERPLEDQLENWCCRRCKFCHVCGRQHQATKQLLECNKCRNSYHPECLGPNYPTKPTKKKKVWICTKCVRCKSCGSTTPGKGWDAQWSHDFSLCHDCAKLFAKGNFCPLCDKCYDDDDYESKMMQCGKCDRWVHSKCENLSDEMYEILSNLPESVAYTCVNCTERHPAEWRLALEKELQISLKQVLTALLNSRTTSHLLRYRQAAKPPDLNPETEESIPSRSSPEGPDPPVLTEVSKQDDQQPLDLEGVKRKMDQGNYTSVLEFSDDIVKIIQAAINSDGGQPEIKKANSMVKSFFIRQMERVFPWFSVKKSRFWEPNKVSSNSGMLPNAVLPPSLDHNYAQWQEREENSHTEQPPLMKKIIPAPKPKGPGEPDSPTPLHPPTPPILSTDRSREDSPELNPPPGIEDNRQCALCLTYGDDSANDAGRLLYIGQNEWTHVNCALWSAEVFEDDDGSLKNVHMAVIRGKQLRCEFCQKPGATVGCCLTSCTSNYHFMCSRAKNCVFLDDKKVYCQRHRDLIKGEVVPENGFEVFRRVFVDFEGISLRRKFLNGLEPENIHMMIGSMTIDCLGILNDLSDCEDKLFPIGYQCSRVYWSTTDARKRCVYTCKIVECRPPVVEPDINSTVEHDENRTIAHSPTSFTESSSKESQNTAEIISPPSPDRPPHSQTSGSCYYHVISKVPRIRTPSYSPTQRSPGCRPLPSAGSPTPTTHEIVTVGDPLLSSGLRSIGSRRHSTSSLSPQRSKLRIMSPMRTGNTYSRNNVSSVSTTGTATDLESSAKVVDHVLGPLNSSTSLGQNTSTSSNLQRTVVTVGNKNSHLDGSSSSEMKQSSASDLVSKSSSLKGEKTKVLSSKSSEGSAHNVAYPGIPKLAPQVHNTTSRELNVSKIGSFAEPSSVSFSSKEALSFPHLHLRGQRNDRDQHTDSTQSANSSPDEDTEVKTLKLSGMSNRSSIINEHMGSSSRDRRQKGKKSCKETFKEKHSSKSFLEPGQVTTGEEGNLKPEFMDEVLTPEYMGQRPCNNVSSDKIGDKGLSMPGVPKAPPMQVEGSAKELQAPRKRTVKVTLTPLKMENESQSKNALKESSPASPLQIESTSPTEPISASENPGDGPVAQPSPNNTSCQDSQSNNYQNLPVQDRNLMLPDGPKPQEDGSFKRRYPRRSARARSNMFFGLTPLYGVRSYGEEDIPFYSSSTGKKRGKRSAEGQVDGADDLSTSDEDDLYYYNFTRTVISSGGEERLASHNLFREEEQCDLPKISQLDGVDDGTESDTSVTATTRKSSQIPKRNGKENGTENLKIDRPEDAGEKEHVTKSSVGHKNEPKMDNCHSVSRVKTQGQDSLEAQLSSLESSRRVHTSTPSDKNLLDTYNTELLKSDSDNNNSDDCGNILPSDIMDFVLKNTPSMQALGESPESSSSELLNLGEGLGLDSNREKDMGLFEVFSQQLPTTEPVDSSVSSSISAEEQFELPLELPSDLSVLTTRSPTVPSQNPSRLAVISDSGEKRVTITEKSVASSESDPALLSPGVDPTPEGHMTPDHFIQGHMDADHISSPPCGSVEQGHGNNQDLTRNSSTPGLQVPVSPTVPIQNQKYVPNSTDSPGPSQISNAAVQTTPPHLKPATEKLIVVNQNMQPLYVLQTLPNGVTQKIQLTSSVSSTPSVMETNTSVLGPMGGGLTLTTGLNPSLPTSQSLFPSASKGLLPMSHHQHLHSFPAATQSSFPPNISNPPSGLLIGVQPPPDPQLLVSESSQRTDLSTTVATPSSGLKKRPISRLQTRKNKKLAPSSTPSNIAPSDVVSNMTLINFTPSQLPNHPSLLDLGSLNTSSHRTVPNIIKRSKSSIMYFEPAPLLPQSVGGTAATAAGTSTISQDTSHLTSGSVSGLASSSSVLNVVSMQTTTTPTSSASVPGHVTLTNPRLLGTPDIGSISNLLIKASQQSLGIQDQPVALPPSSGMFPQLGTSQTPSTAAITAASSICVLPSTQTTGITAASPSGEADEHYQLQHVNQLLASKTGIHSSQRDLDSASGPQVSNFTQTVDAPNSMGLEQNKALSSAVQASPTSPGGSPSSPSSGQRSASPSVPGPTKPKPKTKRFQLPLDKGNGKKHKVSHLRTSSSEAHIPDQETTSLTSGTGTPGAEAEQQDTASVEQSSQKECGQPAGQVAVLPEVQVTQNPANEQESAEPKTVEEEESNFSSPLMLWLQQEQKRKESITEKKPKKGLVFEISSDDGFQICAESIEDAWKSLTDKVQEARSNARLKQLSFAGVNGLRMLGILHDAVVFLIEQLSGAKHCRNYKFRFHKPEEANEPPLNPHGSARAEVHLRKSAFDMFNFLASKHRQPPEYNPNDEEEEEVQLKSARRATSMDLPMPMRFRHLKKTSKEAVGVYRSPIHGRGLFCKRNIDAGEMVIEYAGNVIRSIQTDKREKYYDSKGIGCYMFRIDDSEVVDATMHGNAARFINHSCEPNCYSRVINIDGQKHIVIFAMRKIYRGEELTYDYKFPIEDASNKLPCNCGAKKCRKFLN
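Fluorescence polarization: 7 uM MLL-CXXC (stock) preincubated 5 min with compounds, then 50 nM fluorescein-HOX-A9 DNA (stock) added; 30 min ambient. Buffer 50 mM Tris-HCl pH 7.5, 50 mM NaCl, 1 mM DTT, 0.05% BSA.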
ELG1 repair inh = blocks ELG1-dependent DNA repair in HEK293T cells; HEK293T ELG1-luciferase reporter, luminescence, 16 h; DNA damage induced by 5-fluorouridine; Potency, µM (highest dose often 46.1 µM), inactives show at the top dose activity change, negative = inhibition, hits mostly inhibitors; actives 2.3% (n = 330,000); note: potency is the fitted concentration of half-maximal effect; % is set by controls: 0 for no effect and ±100 for the full control effect; nearly all actives have a fitted effect of over 55% in size
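Quantitative HTS, concentration-response format. 2,000 cells/well co-treated with 5-fluorouridine and compound, 16 hr in 5% CO2 at 37 °C; ONE-Glo luminescence read after 30 min.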
A-T KAP1 phos = potential ataxia-telangiectasia treatments restoring KAP-1 phosphorylation; […] A-T fibroblasts, KAP-1 phosphorylation AlphaLISA; neocarzinostatin DNA damage 30 min before lysis; Potency, µM (titrated, usually from 57.5 µM), for inactives: top-dose activation, most hits filed as activators; actives 0.19% (n = 320,000); AID 485349; note: potency is the fitted concentration of half-maximal effect; % of control where 0% means no effect; nearly all actives have a fitted effect of over 45% in size
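hTERT-immortalized A-T patient fibroblasts ([…]), 500 cells/well in OPTI-MEM, 1% FBS, got compounds for 60 min, then NCS for 30 min at 37C. Lysates were then assayed for phospho-KAP-1 by AlphaLISA (anti-pKAP1 donor, anti-KAP1 acceptor beads), 6 hr at 25C.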
TSG101-PTAP inh = blocks PTAP/TSG101 interaction to inhibit HIV-1 budding; Potency, µM (top dose mostly 115 µM), without a hit: at the highest dose activity change, negative = inhibition, most hits filed as inhibitors; 340,000 tested, under 10 active; Fluorescence polarization, FITC-PTAP peptide / Tsg101 binding; active = well fitted inhibition curve with a large enough effect in the main read-out, with a control signal flat, not every such curve was filed as active; inconclusive = small, poorly fitted or top-dose-only effect, or effect the other way, or a change in a side signal; inactive = no such curve, though single readings can be large or run the other way; note: potency is the fitted concentration of half-maximal effect; % of control where 0% means no effect
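Compounds were pin-transferred onto Tsg101 binding domain (10 uM final) in HEPES pH 7.5 buffer, then FITC-PTAP peptide was added at 50 nM final. After 20 min at RT, polarization reported peptide displacement across a qHTS concentration series.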
B2AR arrestin = recruits beta-arrestin to the human beta2-adrenergic receptor | P07550 | beta-arrestin recruitment to beta2AR, cell-based reporter | Potency, µM (highest dose often 46.1 µM), inactives show at the highest dose activation, hits mostly activators | actives 0.02% (n = 330,000);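 note: potency is the fitted concentration of half-maximal effect; 0% = DMSO controls and full agonism = EC100 isoproterenol or metaproterenol; nearly all actives have a fitted effect of over 65% in size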
a7 integrin act = integrin-mediated muscular dystrophy alleviation activation | Potency, µM (series often up to 38.3 µM), without a hit: top-dose activation, hits mostly activators | actives 0.064% (n = 350,000) | alpha7betagal myoblasts, beta-gal FDG fluorescence, 48 h;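 note: potency is the fitted concentration of half-maximal effect; 100% = response of the positive control SU9516; nearly all actives have a fitted effect of over 60% in size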
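Alpha7betagal+/- myoblasts (passage 13) were plated 16-24 hr, then exposed to compounds (1:260 dilution of DMSO stock) for 48 hours at 37C. After MPER lysis, β-galactosidase reporter activity was read as FDG fluorescence (ex 480/em 540) after 30 minutes.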
p53 reactivation = mutant p53 re-activation in reporter cells; H1299 p53-A138V BP100-luciferase reporter, luminescence, 24 h; Potency, µM (highest dose often 92.2 µM), inactives show at the highest dose activity change, positive = activation, hits mostly activators; actives 0.063% (n = 320,000); AID 504706; note: potency is the fitted concentration of half-maximal effect; % of control where 0% means no effect; nearly all actives have a fitted effect of over 45% in size
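H1299 (p53-null), stable ts p53-A138V + BP100-Luc; 1000 cells/well, Opti-MEM/10% FBS; cpd 4 pt, 1:5; 24 h, 37 deg C, 5% CO2; detection reagent 10 min RT; luminescence.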
BRCA1 expr up = activators of BRCA1 expression; MCF7-BRCA1-FFLuc reporter, luminescence, 48 h; response scale: scaled: vehicle 0%, 10 µM genistein 100%; Potency, µM (top dose mostly 46.1 µM), inactives show at the highest dose activation, hits mostly activators; actives 1.1% (n = 380,000); AID 624202; note: potency is the fitted concentration of half-maximal effect; nearly all actives have a fitted effect of over 80% in size; some results filed as inactive show a strong effect at the top dose
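First, MCF7-BRCA1-FFLuc cells (2000/well) attach for 2 h; next, compounds are pin-added and incubated 48 h at 37 °C; finally, luciferase reagent is added and luminescence read after 15 min.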
TRPV1 ag = human TRPV1 agonism; TRPV1-expressing cells, Fluo-8 calcium influx, agonist mode; activation, % at 8.33 µM; actives 0.19% (n = 320,000); in the data active = activation above about 80%; inconclusive = between about 30% and that limit; note: 0% is about no effect
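Cells expressing TRPV1 were dye-loaded with Fluo-8 and read kinetically: 10 s baseline, 3 min after compound (agonist portion), then 2 min after EC20 capsaicin (allosteric enhancer portion). Calcium-bound dye fluorescence at 480/520 nm.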
TCR act = activates T cell receptor signaling. 330,000 tested, under 10 active. Potency, µM (highest dose often 9.22 µM), without a hit: at the top dose activation of IL-2 secretion, actives largely listed as activators. primary human leukocytes, anti-CD3, IL-2 HTRF, 48 h. AID 504894; note: % of control where 0% means no effect
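TCR engagement came from a-CD3 beads alone, with compounds added to primary human leukocytes for 48 hr. Secreted IL-2 bridged europium cryptate- and d2-labelled anti-IL-2 antibodies, giving FRET emission at 665nm after 320nm excitation.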
Numbers without * were called inactive; ? = inconclusive; nt = no result given; [ ] = remark or other dose. Unless noted, calls come from the whole dose curve; as a rule, active = well fitted curve in the direction sought with a large enough effect; inconclusive = small, poorly fitted or top-dose-only effect, or another doubt; inactive = no such curve, though single readings can be large; an effect the other way counts as inactive or inconclusive.

SMILES	MLL CXXC-DNA inh	ELG1 repair inh	A-T KAP1 phos	TSG101-PTAP inh	B2AR arrestin	a7 integrin act	p53 reactivation	BRCA1 expr up	TRPV1 ag	TCR act
CCOc1ccc(C(=O)NC2CCN(C(=O)Nc3ccccc3OC)CC2)cc1	8%	-18%	nt	-3%	-0.5%	-25%	-6%	-6%	0	0%[46.1 µM]
CC(C)c1ccccc1NC(=O)c1ccccc1NC(=O)C1CCCCC1	-5%	-4%	-2%	-4%	-0.8%	26%	3%	-14%	5	-8%[46.1 µM]
Cc1ccc(S(=O)(=O)Nc2cc3c4c(c2)CCC(=O)N4CCC3)cc1	nt	?	-5%	-2%	-0.2%	-17%	2%	-27%	0	0%
COc1ccc(C2(C(=O)NCc3ccccc3Cl)CCOCC2)cc1OC	2%	-2%	4%	2%	-0.2%	20%	14%	-10%	1	0%
CCCCN(C)C1=CC2=CC(=C(C#N)C#N)CCC2CC1 (configuration not stated)	?	-11%	4%	?	-0.1%	-258%[inhibitor]	3%	-8%	101*	-7%[46.1 µM]
CCOC(=O)C(C)NC(=O)CCc1nnc2ccc(N3CCC(C)CC3)nn12 (configuration not stated)	7%	6%	-32%	-2%	3.8%	-16%	-2%	-27%	-4	2%
CC(=O)NC1C(=O)N(CCc2ccccc2)c2ccccc21 (configuration not stated)	2%	0%	5%	-5%	-0.6%	-22%	0%	-37%	0	2%
CN(C)C(=O)c1ccc(NC(=O)c2cccnc2)cc1	-2%	11%	3%	-2%	-0.1%	16%	4%	25%	2	-7%
CC1(c2ccc(Cl)cc2)NC(=O)N(CC(=O)NCCC2=CCCCC2)C1=O (configuration not stated)	nt	3%	-11%	1%	0.0%	5%	-4%	-10%	5	8%
NS(=O)(=O)c1ccc(CNS(=O)(=O)c2cccc3nonc23)cc1	6%	-2%	-2%	-4%	-0.7%	9%	2%	0%	-3	-4%
Cc1cc(C)n(-c2nnc(NC34CC5CC(CC(C5)C3)C4)nn2)n1	13%	?	4%	-9%	0.0%	-42%	?	2.5µM*	13	2%[46.1 µM]
CC[C@]12c3[nH]c4cc(-c5ccco5)ccc4c3CCN1C(=O)[C@@H](CC(=O)NC(C)(C)C)C[C@@H]2C(=O)N1CCN(C(=O)C2CC2)CC1	nt	?	14%	-1%	-0.7%	-12%	-2%	-12%	nt	3%[46.1 µM]
O=C(Nc1cccc(-n2cccn2)c1)C1CCCN(Cc2cc3ccccc3[nH]2)C1 (configuration not stated)	?	?	7%	-2%	-0.2%	-29%	nt	-20%	8	-2%
CSC1=C(C#N)C(c2cccc(Br)c2)CC(=O)N1 (configuration not stated)	0%	-3%	-1%	-9%	-0.5%	-2%	-18%	1%	2	-4%[46.1 µM]
COc1cccc(OC)c1C(=O)Nc1cccc(C(C)=O)c1	1%	?	4%	-5%	-0.5%	-11%	-3%	1%	0	0%[46.1 µM]
CC1CCCN(S(=O)(=O)c2ccc3oc(=O)ccc3c2)C1 (configuration not stated)	1%	2%	6%	0%	-0.5%	10%	1%	-4%	3	8%
CC(NC(=O)CN(C)CC(=O)Nc1ccc(Cl)cc1)c1ccc(F)cc1 (configuration not stated)	nt	?	8%	-2%	0.0%	-12%	-7%	-18%	nt	-1%
COc1ccc(CNC(=O)c2c[nH]c3c(OC)cc(OC)cc3c2=O)cc1	-3%	-8%	-11%	-5%	-0.4%	6%	?	-2%	-3	7%
Cc1ccc(OC(C)C(=O)Nc2ccc3c(c2)n(C)c(=O)n3C)c(C)c1 (configuration not stated)	15%	-7%	0%	-15%	2.8%	-1%	nt	-23%	6	nt
Cc1c(C(=O)N2CCCCC2)sc(NC(=O)C(C)C)c1C#N	-2%	-2%	10%	-10%	-0.1%	0%	3%	4%	0	nt
CC(=O)N1CCN(S(=O)(=O)c2cccc(C(=O)Nc3ccccc3N3CCCC3)c2)CC1	nt	10%	-1%	-2%	-1.1%	-18%	-7%	3%	2	-81%
CN(C)CCCN(C(=O)c1ccc2c(c1)CCCC2)c1nc2ccc(F)cc2s1	-3%	11%	0%	0%	0.7%	-35%	20%	-57%	3	-1%[46.1 µM]
C=CCNC(=S)Nc1ccc(Cl)cc1F	16%	?	4%	-1%	0.3%	-12%	12%	44%	3	1%
CCCOc1cccc(-c2cc(C(=O)NN)c3ccccc3n2)c1	-2%	-20%	-3%	-7%	2.6%	14%	22%	-78%	2	1%[46.1 µM]

Reprinted at random: 2 compounds from above, in no set order.
SMILES	MLL CXXC-DNA inh	ELG1 repair inh	A-T KAP1 phos	TSG101-PTAP inh	B2AR arrestin	a7 integrin act	p53 reactivation	BRCA1 expr up	TRPV1 ag	TCR act
CCCCN(C)C1=CC2=CC(=C(C#N)C#N)CCC2CC1 (configuration not stated)	?	-11%	4%	?	-0.1%	-258%[inhibitor]	3%	-8%	101*	-7%[46.1 µM]
CCOc1ccc(C(=O)NC2CCN(C(=O)Nc3ccccc3OC)CC2)cc1	8%	-18%	nt	-3%	-0.5%	-25%	-6%	-6%	0	0%[46.1 µM]

Additional records
SMILES	MLL CXXC-DNA inh	ELG1 repair inh	A-T KAP1 phos	TSG101-PTAP inh	B2AR arrestin	a7 integrin act	p53 reactivation	BRCA1 expr up	TRPV1 ag	TCR act
Cc1ccc(CNC(=O)c2ccc(OCC(C)C)cc2)n1C	-28%	6%	-14%	-8%	-0.7%	-45%	9%	7%	3	18%
CN(C)C(=O)CSc1nc2ccccc2n1CC(=O)N1CCN(c2ccccc2)CC1	-4%	-1%	2%	-4%	-0.3%	4%	-6%	10%	-1	-1%
COc1ccc2nc(NC(=O)C3CSC4(C)CCC(=O)N34)sc2c1 (configuration not stated)	nt	29%	10%	-3%	0.0%	-38%	1%	44%	3	5%
Cc1ccc(C2=NN3C(=O)c4ccccc4C3C2)cc1 (configuration not stated)	0%	?	3%	-5%	0.2%	-1%	9%	?	nt	9%
COc1cc(OC)c(OC)cc1/C=N/NC(=O)CCc1c(C)n[nH]c1C	0%	?	-9%	0%	0.4%	9%	-2%	-10%	-3	5%
CC1CCCC(NC(=O)CCNS(=O)(=O)c2ccc(Br)cc2)C1C (configuration not stated)	-2%	?	5%	-7%	0.5%	-38%	0%	-14%	5	10%
CN(CC(=O)Nc1ccc(Cl)cc1)C(=O)CNC(=O)c1ccc2c(c1)OCO2	nt	20%	-3%	-2%	0.5%	5%	-3%	2%	1	2%
Cc1cc(C)n2c(Nc3ccc4c(c3)OCCO4)c(-c3ccccc3)nc2n1	1%	?	nt	-6%	-0.6%	-15%	3%	-5%	1	0%
Cc1sc(-n2c(C)cc(/C=N/n3cnnc3)c2C)c(C#N)c1C	14%	?	7%	nt	-0.3%	-29%	-1%	-47%	9	nt
Cc1ccc(Oc2cc(C)nc(-c3ccccc3O)n2)cc1	-8%	?	16%	-2%	0.2%	13%	15%	74%	-4	1%
CCCn1nc(C(=O)NNC(=O)CCOc2ccccc2OCC)c2ccccc2c1=O	nt	-23%	3%	-5%	-0.3%	-17%	-5%	-3%	6	0%
O=C(CN1CCN(c2ccc(Cl)cc2)CC1)c1ccc2c(c1)OCO2	17%	4%	0%	0%	-0.3%	-6%	-6%	-19%	9	2%
O=C1CN(C(=O)NCCC(=O)NC2CCCCC2)c2ccccc2N1	1%	8%	3%	-9%	0.5%	0%	5%	-2%	-4	7%
CC1CCCCC1NC(=O)CN1CCC(NC(=O)c2ccc([N+](=O)[O-])cc2)CC1 (configuration not stated)	1%	-12%	-1%	0%	-0.3%	38%	6%	-18%	1	4%
O=C(Nc1ccc(Br)cc1)C1CCCC1	0%	6%	8%	-2%	-0.7%	14%	24%	5%	22	nt

Filtered by structure: the compounds so far with an aryl methoxy group (six)
SMILES	MLL CXXC-DNA inh	ELG1 repair inh	A-T KAP1 phos	TSG101-PTAP inh	B2AR arrestin	a7 integrin act	p53 reactivation	BRCA1 expr up	TRPV1 ag	TCR act
CCOc1ccc(C(=O)NC2CCN(C(=O)Nc3ccccc3OC)CC2)cc1	8%	-18%	nt	-3%	-0.5%	-25%	-6%	-6%	0	0%[46.1 µM]
COc1ccc(C2(C(=O)NCc3ccccc3Cl)CCOCC2)cc1OC	2%	-2%	4%	2%	-0.2%	20%	14%	-10%	1	0%
COc1cccc(OC)c1C(=O)Nc1cccc(C(C)=O)c1	1%	?	4%	-5%	-0.5%	-11%	-3%	1%	0	0%[46.1 µM]
COc1ccc(CNC(=O)c2c[nH]c3c(OC)cc(OC)cc3c2=O)cc1	-3%	-8%	-11%	-5%	-0.4%	6%	?	-2%	-3	7%
COc1ccc2nc(NC(=O)C3CSC4(C)CCC(=O)N34)sc2c1 (configuration not stated)	nt	29%	10%	-3%	0.0%	-38%	1%	44%	3	5%
COc1cc(OC)c(OC)cc1/C=N/NC(=O)CCc1c(C)n[nH]c1C	0%	?	-9%	0%	0.4%	9%	-2%	-10%	-3	5%
